Source: PubChem
HKDC1 inh: HKDC1 hexokinase inhibitors, primary screen, biochemical, fluorescence, uHTS. recombinant HKDC1, G6PDH/diaphorase resazurin coupled fluorescence. actives 0.16% (n = 340,000). Q2TB90. inhibition, % at 20 µM;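 active = inhibition above about 35% when tested at 20 µM, limit read from the data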;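 also: plate controls were DMSO wells with enzyme for no effect and DMSO wells lacking enzyme for full effect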
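Test system: recombinant HKDC1 (HK5) hexokinase enzyme, produced in-house; Amount: enzyme 5 µg/mL final; Buffer or medium: Tris pH 8.0 buffer with MgCl2, Tween-20, BSA, BME; Reagent: glucose and ATP substrates; Doses: 20 µM test compound, 1% DMSO; Incubation: 90 min reaction incubation at room temperature, dark; Detection: resorufin fluorescence at 613 nm.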
SENP8 block: human SENP8 protease inhibitors, primary screen, biochemical, fluorescence, Nedd8 protein substrate, uHTS; inhibition, % at 20 µM; actives 0.64% (n = 360,000); Sentrin-specific protease 8 (Homo sapiens), Q96LD8; recombinant SENP8; in the data active = inhibition mostly above about 40%, no sharp cut-off; inactive = mostly below about 27%
Target sequence (Q96LD8 whole entry, looked up): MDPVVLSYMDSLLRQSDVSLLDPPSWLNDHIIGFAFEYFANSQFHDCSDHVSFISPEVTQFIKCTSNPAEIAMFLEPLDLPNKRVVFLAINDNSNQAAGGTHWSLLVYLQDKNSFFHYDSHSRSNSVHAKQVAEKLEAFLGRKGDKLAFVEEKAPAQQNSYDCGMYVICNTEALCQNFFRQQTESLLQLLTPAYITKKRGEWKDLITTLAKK
GRIN3A LBD mod: binders of NR3A ligand-binding domain, primary screen, biophysical, differential scanning fluorimetry, uHTS | NR3A LBD differential scanning fluorimetry, Tm shift; 0% = protein alone, 100% = glycine-bound protein | actives 2.5% (n = 340,000) | Glutamate receptor ionotropic, NMDA 3A (GRIN3A) ligand-binding domain | Tm shift relative to glycine control, % at 25 µM;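 active = melting temperature shift of at least 10% of the positive control shift, at one fixed dose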
ATG4B inhibitor: ATG4B protease inhibitors, primary screen, biochemical, fluorescence, uHTS; Cysteine protease ATG4B (Homo sapiens), Q9Y4P1; actives 0.51% (n = 340,000); ATG4B cleavage of LC3-PLA2, NBD-HPC fluorescence, 1 h; inhibition, % at 8.33 µM; AID 504462, 2011; in the data active = inhibition above about 40%
SENP6 block: SENP6 protease inhibitors, primary screen, biochemical, luminescence, uHTS | Sentrin-specific protease 6 (Homo sapiens), Q9GZR1 | Recombinant SENP6 catalytic domain, aminoluciferin luminescence | inhibition, % at 10 µM | actives 1.8% (n = 330,000);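 active = inhibition above about 50% at the single tested dose, limit read from the data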;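 also: plate controls were DMSO wells with enzyme for no effect and DMSO wells lacking enzyme for full effect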
Target sequence (Q9GZR1 628-1112 limits assumed): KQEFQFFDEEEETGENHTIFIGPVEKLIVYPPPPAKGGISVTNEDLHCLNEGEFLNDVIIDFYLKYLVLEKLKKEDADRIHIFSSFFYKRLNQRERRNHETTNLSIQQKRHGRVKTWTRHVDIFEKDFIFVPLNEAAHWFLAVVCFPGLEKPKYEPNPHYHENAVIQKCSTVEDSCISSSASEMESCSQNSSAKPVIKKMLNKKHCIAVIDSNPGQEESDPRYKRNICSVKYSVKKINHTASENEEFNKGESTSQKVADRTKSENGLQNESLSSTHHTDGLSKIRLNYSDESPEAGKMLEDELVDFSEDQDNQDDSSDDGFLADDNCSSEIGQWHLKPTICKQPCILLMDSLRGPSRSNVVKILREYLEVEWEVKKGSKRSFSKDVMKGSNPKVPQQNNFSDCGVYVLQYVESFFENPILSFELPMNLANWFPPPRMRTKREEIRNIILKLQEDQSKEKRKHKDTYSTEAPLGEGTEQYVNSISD
MPTP inh: mitochondrial permeability transition pore inhibitors, primary screen, biochemical, isolated mouse mitochondria, absorbance | inhibition, % at 10 µM | Ca2+ swelling absorbance, 30 min | actives 1.4% (n = 360,000) | AID 602449, 2012;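 active = inhibition of 50% or more, scaled per plate between neutral and stimulator controls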;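 also: 0% = DMSO wells given calcium and 100% = 1 mM EGTA wells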
SENP7 inh: SENP7 protease inhibitors, primary screen, biochemical, luminescence, uHTS. Sentrin-specific protease 7 (Homo sapiens), Q9BQF6. recombinant SENP7, Z-RLRGG-aminoluciferin luminescence, 40 min. inhibition, % at 5 µM. actives 1.5% (n = 330,000). AID 434973, 2010;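 active = inhibition above about 50% at the single test dose, limit read from the data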;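 also: plate controls were DMSO with enzyme for no effect and no enzyme buffer wells for full effect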
Target sequence (Q9BQF6 706-1050 limits assumed): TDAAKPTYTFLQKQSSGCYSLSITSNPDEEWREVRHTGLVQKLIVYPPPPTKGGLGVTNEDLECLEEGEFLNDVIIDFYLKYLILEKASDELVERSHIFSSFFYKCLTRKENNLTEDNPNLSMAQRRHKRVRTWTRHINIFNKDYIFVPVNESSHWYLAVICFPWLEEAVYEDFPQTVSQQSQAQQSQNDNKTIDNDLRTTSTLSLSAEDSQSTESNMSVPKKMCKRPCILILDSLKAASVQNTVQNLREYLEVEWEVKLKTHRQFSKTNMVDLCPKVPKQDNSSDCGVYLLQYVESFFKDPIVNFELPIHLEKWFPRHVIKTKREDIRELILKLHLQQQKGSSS
PfGluPho inh: PfG6PD enzyme inhibitors, primary screen, biochemical, fluorescence intensity, uHTS. inhibition, % at 20 µM. actives 0.78% (n = 350,000). PfGluPho enzyme, NADPH resazurin-diaphorase fluorescence. glucose-6-phosphate dehydrogenase-6-phosphogluconolactonase (Plasmodium falciparum 3D7). AID 504690, 2011;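 active = inhibition reaching at least a set limit at 20 µM in the primary screen, cut at about 59% in these data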;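 also: 0% = DMSO wells with substrate and 100% = DMSO wells lacking glucose-6-phosphate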
* hit, by the source's call; . = no result given.

Second line of a record – SENP8 block	PfGluPho inh	GRIN3A LBD mod	HKDC1 inh	SENP7 inh	SENP6 block	MPTP inh	ATG4B inhibitor
1. CCOc1ccc(CN(C(=O)c2ccco2)C2CCS(=O)(=O)C2)cc1 (stereo unspecified)
  19	-20	0	-9	2	-48	5.9	3
2. Brc1cccc(CN2CCN(c3ncccn3)CC2)c1
  16	-6	0	2	-2	-7	0.3	-1
3. Cc1nn(CC2CC2)c(=O)n1-c1ccccc1
  2	0	-1	-7	-3	-10	0.4	-6
4. CN(Cc1cnn(C)c1)S(=O)(=O)c1cccc([N+](=O)[O-])c1
  7	11	-1	-11	-8	-8	-0.2	-5
5. COc1ccccc1-c1noc(CCCC(=O)NC2CCCCC2)n1
  6	-17	-4	2	9	-26	-2.3	-11
6. COc1cc(/C=N/Nc2ncc(C(F)(F)F)cc2Cl)cc(OC)c1O
  -216	31	-5	-4	0	-15	2.1	-10
7. O=C(Nc1nnc(-c2ccccc2Cl)s1)c1ccccc1F
  -29	7	2	-2	-3	-7	2.3	-1
8. COc1ccc(NC(=O)c2ccccc2NC(=O)C2CCCO2)cc1 (stereo unspecified)
  5	7	2	-6	-10	-18	-1.1	-11
9. O=C(Nc1nncs1)c1cc(S(=O)(=O)N2CCCCC2)ccc1Cl
  5	2	0	-6	1	-8	-1.8	4
10. O=S(=O)(c1ccc2ccccc2c1)N(CC1CO1)c1ccccc1 (stereo unspecified)
  10	-11	2	-3	-6	-16	1.8	7

More entries.
Second line of a record – SENP8 block	PfGluPho inh	GRIN3A LBD mod	HKDC1 inh	SENP7 inh	SENP6 block	MPTP inh	ATG4B inhibitor
11. COc1ccc(/C=C/C(=O)Nc2cccc(S(=O)(=O)NC3=NCCCCC3)c2)cc1OC
  -366	3	3	-4	-8	-7	5.0	-9
12. C=CCOC(=O)N1CCC2CC1c1cc(-c3ccc(OC)cc3)ccc12 (stereo unspecified)
  -2	6	-1	5	.	.	0.4	-7
13. CC(C)c1cc(C(=O)NCc2ccco2)no1
  3	21	1	-1	-5	-20	-0.3	-1
14. Cc1ccc(S(=O)(=O)N2CCCCC2)cc1C(=O)N(CCc1ccccc1)Cc1ccccc1
  2	11	0	2	1	3	-1.3	-6
15. COc1ccc(S(=O)(=O)N2CCOC23CCN(S(=O)(=O)c2cc(C)ccc2OC)CC3)cc1
  -1	13	8	-9	-6	-3	-0.3	-1
16. CCCCC(=O)Nc1ccc(C(=O)Nc2cc(C(F)(F)F)ccc2Cl)cc1
  12	-3	0	-4	-5	-6	9.7	-8
17. Cn1c(CCN2CCN(c3ccccn3)CC2)nc2cc(NC(=O)COc3ccc([N+](=O)[O-])cc3)ccc21
  12	-1	0	-1	6	3	1.3	-9
18. C1=CC2CC1CC2CN1CCN(c2ccccc2)CC1 (stereo unspecified)
  10	9	3	-1	2	-5	-1.2	1
19. Cc1ccc(NC(=O)CSCC(=O)Nc2ccc(S(=O)(=O)N3CCCC3)cc2)cc1
  5	7	-2	0	-6	-2	1.2	-8
20. COc1ccc2cc(C(=O)NCC(=O)O)sc(=O)c2c1OC
  -64	-9	0	2	0	-10	2.3	1

Additional compounds follow.
Second line of a record – SENP8 block	PfGluPho inh	GRIN3A LBD mod	HKDC1 inh	SENP7 inh	SENP6 block	MPTP inh	ATG4B inhibitor
21. Cc1[nH]c2ccc(-c3nnc(SCC(=O)NCc4ccco4)n3Cc3ccccc3)cc2c1C
  20	-5	-5	-1	0	0	2.3	4
22. CCOC(=O)c1cccc(NC(=O)c2ccc3c(c2)C(=O)N(CC2CCCO2)C3=O)c1 (stereo unspecified)
  13	8	-3	-2	2	0	0.9	-11
23. CC(=O)Nc1ccc(NC(=S)NC(=O)c2ccc([N+](=O)[O-])c(C)c2)cc1
  19	12	3	-11	-2	1	-1.3	2
24. O=C(CNC(=O)C(c1ccccc1)c1ccccc1)N/N=C\c1cccc(O)c1
  6	-3	-25	-4	-7	-1	0.6	-11
25. O=C(NC1CCCCC1)N1CCc2[nH]c3ccccc3c2C1
  -214	3	1	5	8	12	-0.8	-10
26. CN1CCN(C(=S)NC(=O)c2ccc(C(C)(C)C)cc2)CC1
  6	4	-8	2	5	10	0.6	0
27. CCn1cc(Br)c(C(=O)Nc2ccc(Cl)cc2Cl)n1
  14	15	-6	2	-4	-13	5.1	-15
28. COc1ccc(OC)c(NC(=O)COC(=O)c2c(C)noc2C)c1
  9	-4	2	-2	10	-5	0.6	-2
29. O=C(NC1CCN(C(=O)Nc2cccc(Cl)c2)CC1)c1ccco1
  7	11	1	-2	5	-19	-1.7	-4
30. O=C(O)CSc1nnc(CSc2nc3ccccc3s2)n1-c1ccccc1
  20	0	0	1	0	1	-0.7	-8

Further compounds follow:
Second line of a record – SENP8 block	PfGluPho inh	GRIN3A LBD mod	HKDC1 inh	SENP7 inh	SENP6 block	MPTP inh	ATG4B inhibitor
31. O=S(=O)(c1ccc(Cl)cc1)N1CCNCC1
  14	-8	0	-10	-6	10	0.6	-3
32. O=C(NC12CC3CC(CC(C3)C1)C2)N1CCC(O)(c2ccc3c(c2)OCO3)CC1
  11	7	-7	15	-3	-21	2.2	-1
33. CCCCc1nc2cc(C(=O)N3CCCCC3CC(=O)OCC)ccc2o1 (stereo unspecified)
  6	-3	1	0	1	2	-1.1	-2
34. CC[C@@]1(C(=O)OC)N[C@H](CN(C)S(=O)(=O)c2ccc(C(F)(F)F)cc2)[C@@H]2C(=O)N(C)C(=O)[C@@H]21
  -4	17	1	-1	0	-9	-1.1	.
35. CS(=O)(=O)c1ccc(Cl)c(NC(=O)CN2C(=O)C3CCCCC3C2=O)c1 (stereo unspecified)
  3	-3	4	4	10	-10	-0.8	3
36. O=C(O)c1ccccc1N1C(=O)C2C3CCC(C3)C2C1=O (stereo unspecified)
  20	-14	-4	-1	-4	-12	-2.0	9
37. O=C(NC1CCCc2ccccc21)c1ccc(F)cc1F (stereo unspecified)
  3	13	-1	-10	0	9	2.4	1
38. O=[N+]([O-])c1ccc2c(c1)C(O)n1nc(-c3ccccc3)nc1S2 (stereo unspecified)
  21	4	-2	-2	7	3	1.0	3
39. O=C(N/N=C/c1ccc(Br)o1)c1cccnc1
  -2	-6	-1	-6	-1	-17	-0.6	-4
40. O=C(NCc1cccnc1)c1cc(S(=O)(=O)N2CCCCC2)ccc1Cl
  1	1	1	-1	2	3	0.8	-12

(further entries)
Second line of a record – SENP8 block	PfGluPho inh	GRIN3A LBD mod	HKDC1 inh	SENP7 inh	SENP6 block	MPTP inh	ATG4B inhibitor
41. Cc1cc(S(=O)(=O)NC2CCCCC2)ccc1OCC(=O)N1CCOCC1
  27	-17	3	3	-1	-32	0.0	0
42. Cn1cnc(S(=O)(=O)NCc2ccc(Br)cc2)c1
  1	-10	-1	-8	7	-11	-1.7	-2
43. CCCCC(CC)CNC(=O)CCS(=O)(=O)c1cccc2nonc12 (stereo unspecified)
  20	3	0	0	1	-7	-0.6	12
44. O=C1CC(c2ccccc2)n2nc(NS(=O)(=O)c3ccccc3)nc2N1 (stereo unspecified)
  1	-6	-1	-5	12	-12	-0.5	-6
45. CCCSc1ccc([C@@H]2[C@H]3C(=O)N(CC)C(=O)[C@H]3[C@]3(C(=O)OC)CCCN23)cc1OC
  -42	19	7	-5	-4	3	-1.8	-7
46. O=C1CCCCC1
  6	-2	0	-5	4	-9	-0.1	7
47. Clc1ccc(-c2nn3c(-c4ccccc4)nnc3s2)cc1
  -5	25	2	-6	-2	0	6.4	7
48. O=C(NCC(c1cccs1)N1CCOCC1)c1cc([N+](=O)[O-])ccc1Cl (stereo unspecified)
  2	4	-5	-16	0	-6	1.1	-2
49. COC(=O)c1[nH]c2ccc(C)cc2c1NC(=O)CCN1CCN(Cc2ccc3c(c2)OCO3)CC1
  -247	2	-1	-12	-14	-14	-0.7	-17
50. CNC(=O)c1ccsc1NC(=O)CCS(=O)(=O)c1ccc(C)cc1
  8	1	-1	-7	-5	-15	-0.6	-4

Remaining list, next part.
Second line of a record – SENP8 block	PfGluPho inh	GRIN3A LBD mod	HKDC1 inh	SENP7 inh	SENP6 block	MPTP inh	ATG4B inhibitor
51. COC(=O)c1cc(=O)n(CCc2ccc(OC)cc2)c(=Nc2ccc(F)c(Cl)c2)s1
  3	25	2	11	-8	3	0.9	-12
52. Cn1c(=O)[nH]c(=O)c2[nH]c(CO)nc21
  5	-16	0	-2	.	.	-0.5	9
53. NC(N)=NCCCC(NC(=O)c1ccccc1)C(=O)Nc1ccc([N+](=O)[O-])cc1 (stereo unspecified)
  7	19	16*	-2	8	5	0.6	-8
54. Nc1cc(=O)[nH]c(SCC(=O)Nc2cc(Cl)cc(Cl)c2)n1
  12	11	-3	-5	7	-7	2.2	5
55. CCOCCCNC(=O)C(NC(=O)c1cnccn1)c1ccc(C)cc1 (stereo unspecified)
  22	-3	0	1	-7	-4	-1.5	-11
56. COc1ccc(N2C(=O)CC(Sc3nc4ccccc4s3)C2=O)cc1 (stereo unspecified)
  1	-7	-3	2	-8	-20	-1.0	4
57. CCc1nc2ccccc2n1CC(O)COCC1CC=CCC1 (stereo unspecified)
  7	-1	-2	-1	7	-26	0.8	-6
58. O=C(Nc1ccccc1)N1N=CCC1c1ccccc1 (stereo unspecified)
  3	5	-2	-5	-8	-27	1.7	-7
59. CN(Cc1ccccc1)C(=O)CCNC(=O)Cn1cnc2ccccc2c1=O
  16	13	1	-5	-3	4	-1.4	-6
60. CC(C)CCn1c(CN2CCN(Cc3ccccc3)CC2)nc2c1c(=O)n(C)c(=O)n2C
  8	6	0	-4	1	-1	2.0	-16

Sorted by the number under GRIN3A LBD mod (falling): three from the list above
| nr | structure | PfGluPho inh | GRIN3A LBD mod | HKDC1 inh | SENP7 inh | SENP6 block | MPTP inh | ATG4B inhibitor |
| --- | --- | --- | --- | --- | --- | --- | --- | --- |
| 55 | CCOCCCNC(=O)C(NC(=O)c1cnccn1)c1ccc(C)cc1 (stereo unspecified) | -3 | 0 | 1 | -7 | -4 | -1.5 | -11 |
| 58 | O=C(Nc1ccccc1)N1N=CCC1c1ccccc1 (stereo unspecified) | 5 | -2 | -5 | -8 | -27 | 1.7 | -7 |
| 56 | COc1ccc(N2C(=O)CC(Sc3nc4ccccc4s3)C2=O)cc1 (stereo unspecified) | -7 | -3 | 2 | -8 | -20 | -1.0 | 4 |

(list continues)
Second line of a record – SENP8 block	PfGluPho inh	GRIN3A LBD mod	HKDC1 inh	SENP7 inh	SENP6 block	MPTP inh	ATG4B inhibitor
61. COc1cccc(-c2cc(C(=O)N3CCCc4ccccc43)no2)c1
  17	-18	-3	7	5	-5	-0.8	34
62. COc1ccc(C(=O)Nc2nc(-c3cccs3)c(NC(C)=O)s2)cc1
  -148	0	2	-6	12	-18	-0.8	0
63. Cn1nc(-c2ccc(Cl)cc2)c2cc(C(=O)NCCCN3CCCC3)sc21
  -197	-1	-3	-1	1	-12	-0.8	-1
64. CN(C)S(=O)(=O)Nc1cccc(-c2cn3c(n2)SCC3)c1
  10	4	0	-4	-1	3	-0.5	-11
65. CC(=O)c1ccc2c3c(cc(C)c2c1)CCCC3
  -500	14	3	-1	.	.	0.8	0
